# mcGAS MS inh = blocks mouse cGAS cGAMP production; Q8C6L5; recombinant mouse cGAS, cGAMP by RapidFire MS; 130,000 compounds, 0.18% hits; inhibition, % at 12.5 µM;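 active means inhibition of cGAS enzyme activity at or above 60%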;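 further: enzyme stimulated by 45 bp dsDNA with ATP and GTP substrates; cGAMP share of summed cGAMP plus half ATP and half GTP signals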
# Target sequence (Q8C6L5 whole entry, looked up): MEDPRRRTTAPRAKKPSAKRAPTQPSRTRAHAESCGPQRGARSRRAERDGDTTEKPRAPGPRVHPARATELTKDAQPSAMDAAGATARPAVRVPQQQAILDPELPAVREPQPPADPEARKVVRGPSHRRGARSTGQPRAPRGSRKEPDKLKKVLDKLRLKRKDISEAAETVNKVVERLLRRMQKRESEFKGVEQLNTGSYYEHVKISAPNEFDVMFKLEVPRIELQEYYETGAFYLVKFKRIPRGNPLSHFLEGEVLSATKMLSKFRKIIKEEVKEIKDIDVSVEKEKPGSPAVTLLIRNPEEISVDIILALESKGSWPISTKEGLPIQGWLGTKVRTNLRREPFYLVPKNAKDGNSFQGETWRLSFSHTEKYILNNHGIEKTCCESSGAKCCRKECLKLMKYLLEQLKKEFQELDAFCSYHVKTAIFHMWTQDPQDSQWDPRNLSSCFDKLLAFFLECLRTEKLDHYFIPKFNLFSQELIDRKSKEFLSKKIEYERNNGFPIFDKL
# An asterisk follows results filed as active; & = joins results of further samples. A portion of the library, so the mix of outcomes need not match the whole.
# Sample of the layout (seven entries):
SMILES,mcGAS MS inh
Cc1cc(C(=O)N2CCC(C(N)=O)C2)c(C)n1-c1ccccn1 (stereo not drawn),-2
CN(C)c1ncc(-c2nccn2Cc2cccc(-n3cccn3)c2)cn1,-5
CC(C)c1ccc(N2CCN(CC(=O)N(CCO)Cc3ccccc3)C2=O)cc1,-8
COc1cc(OC)cc(C(=O)NCCc2nnc3ccccn23)c1,-8
S=c1[nH]nc(-c2cccc(Br)c2)o1,1
CC[C@@]1(C(=O)O)C[C@H](C(=O)NCc2cccnc2)[C@H](c2ccc(OC)cc2)N1C,0
COC(=O)c1cc(=O)n2[nH]cnc2n1,2

# All compounds of this part (from the top)
SMILES,mcGAS MS inh
Cc1cc(C(=O)N2CCC(C(N)=O)C2)c(C)n1-c1ccccn1 (stereo not drawn),-2
CN(C)c1ncc(-c2nccn2Cc2cccc(-n3cccn3)c2)cn1,-5
CC(C)c1ccc(N2CCN(CC(=O)N(CCO)Cc3ccccc3)C2=O)cc1,-8
COc1cc(OC)cc(C(=O)NCCc2nnc3ccccn23)c1,-8
S=c1[nH]nc(-c2cccc(Br)c2)o1,1
CC[C@@]1(C(=O)O)C[C@H](C(=O)NCc2cccnc2)[C@H](c2ccc(OC)cc2)N1C,0
COC(=O)c1cc(=O)n2[nH]cnc2n1,2
c1ccc(/C(=C(\c2ccccc2)c2ccncc2)c2ccncc2)cc1,-1
Cc1nccn1CCC1CCCCN1C(=O)Cn1nnnc1CN1CCOCC1 (stereo not drawn),-2
C=CCSc1nc2c(c(=O)n(C)c(=O)n2C)n1Cc1ccccc1,-5
O=C1OCCN1c1ccccc1NS(=O)(=O)c1ccc2c(c1)CCO2,-8
Cn1cnn(CN2CCN(Cc3csc(-c4ccsc4)n3)CC2)c1=S,1
Cc1cc(C)cc(CSCC(=O)N2CCCC3(CNC(=O)O3)C2)c1 (stereo not drawn),-16
CN(Cc1ccccn1)C(=O)c1cc(=O)n(C)c2ccccc12,-6
COCCn1cc(NC(=O)N(CCC(F)(F)F)C2CCCC2)cn1,3
COc1ccc(-c2nccc(C(F)(F)F)n2)cn1,-16
Cc1c(Cl)cccc1Nc1ccccc1C(=O)O,22
O=C(NC12CC3CC(CC(C3)C1)C2)c1ccc(-n2cccn2)cc1,-4
O=C(Cn1c(-c2ccoc2)nc(-c2ccccc2)c1-c1ccccc1)NCCc1cnc[nH]1,-6
C[C@H](c1ccc(F)cc1)n1c(CCn2cccn2)n[nH]c1=O,-21

# Five structures already listed, ordered by length of the SMILES, low to high.
SMILES,mcGAS MS inh
Cc1c(Cl)cccc1Nc1ccccc1C(=O)O,22
Cc1nccn1CCC1CCCCN1C(=O)Cn1nnnc1CN1CCOCC1 (stereo not drawn),-2
Cc1cc(C)cc(CSCC(=O)N2CCCC3(CNC(=O)O3)C2)c1 (stereo not drawn),-16
O=C(Cn1c(-c2ccoc2)nc(-c2ccccc2)c1-c1ccccc1)NCCc1cnc[nH]1,-6
CC[C@@]1(C(=O)O)C[C@H](C(=O)NCc2cccnc2)[C@H](c2ccc(OC)cc2)N1C,0

# (cont.)
SMILES,mcGAS MS inh
CSc1ccc(CN(C)C(=O)COc2ccc3ccc(=O)oc3c2)cc1,-9
CCc1ccc(C(O)CSc2n[nH]c(C3CC3)n2)cc1 (stereo not drawn),-4
Brc1cncc(NCCOCC2CCCO2)c1 (stereo not drawn),-1
CC12CCC(CC1=NN=C1NC(=O)C(=CC(O)c3ccc(F)cc3)S1)C2(C)C (stereo not drawn),-36
CC(=O)c1ccc(-n2c(C)cn(CCC#N)c2=O)cc1,-4
CCCCS(=O)(=O)N1CCC2(CC1)C(=O)N(C)C(=O)N2C,-9
CC(=O)Nc1cccc2c1N(C(=O)C1CCN(S(=O)(=O)c3cc(F)ccc3F)CC1)CCC2,-1
O=C(OCc1cc(-c2ccc(F)cc2F)on1)C1CC1,-4
Cn1nnnc1SCSc1nnnn1C,12
O=C(NC1CCCC1)c1cc2c(=O)n3ccccc3nc2s1,-7
COc1cccc(-n2c(=O)[nH]c3c(C(N)=O)nc(-c4cccnc4)nc32)c1,-3
CN1CCC(N(C)Cc2cncc(-c3ccc(Cl)c(Cl)c3)c2)CC1,-11
O=C(NC12CC3CC(CC(O)(C3)C1)C2)c1cccc2ccnn12,-7
COC(=O)C1(NCc2ncc(-c3ccc(OC)cc3)o2)CCCC1,-5
CC(c1ccc(Cl)cc1Cl)N(C)C(=O)/C=C/c1cccnc1 (stereo not drawn),5
COCCCn1c(C)cn2c3c(=O)n(CCc4ccccc4)c(=O)n(C)c3nc12,1
COc1ccc(NC(=O)CCC2CCN(Cc3ccc(F)cc3F)CC2)c(OC)c1,-5
O=C(CCCc1cn(S(=O)(=O)c2cccs2)c2ccccc12)N1CCc2c([nH]c3ccccc23)C1,-4
CCOC(=O)C1(Cc2cccc(Cl)c2)CCCN(C(=O)CN2CCCC2=O)C1 (stereo not drawn),-3
Cc1cn2c3c(=O)n(Cc4ccccc4Cl)c(=O)n(C)c3nc2n1CCOCCO,-9
CCc1ccc(-n2nc(C(=O)O)c3c2CCC3)cc1,-2
COc1ccc(-c2n[nH]c(=S)o2)cc1,-2&6
COC(=O)c1ccc(CSCc2ccc(C(=O)OC)o2)o1,1
Cc1ccc(S(=O)(=O)NCc2nc(C)c(C)s2)cc1N(C)C,-3
CN(Cc1cccc(Cl)c1)C(=O)CSc1ccc(S(=O)(=O)N2CCCCCC2)cn1,-8
CC(c1ccc(-n2cncn2)cc1)N(C)C(=O)COc1ccc(Cl)cc1Cl (stereo not drawn),-3
O=C(Nc1cnns1)c1cccc(CN2[C@@H]3CC[C@H]2CC(O)C3)c1 (stereo partly drawn),-1
CC(C)CN1CCC(C(=O)N2CCN(C(C#N)C(C)C)CC2)C1 (stereo not drawn),-26
Cc1ccc(/C=C(/C#N)S(C)(=O)=O)c(C)c1,-18
CC(=O)NC(C1C(=O)CC(C)(C)CC1=O)(C(F)(F)F)C(F)(F)F,-12
COc1ccc(NC(=O)Cn2ccnn2)cc1Cc1ccccc1,-11
CN(CCn1ccc2ccccc21)C(=O)c1cn(-c2ccccc2)nn1,-24
COc1ccccc1N1CCN(C(=O)CSc2ncccn2)CC1,-9
COc1ccc(Br)cc1S(=O)(=O)N1CCC(N2CC(C)OC(C)C2)CC1 (stereo not drawn),5
O=C(C1CCCO1)N1CCc2c(nc(-c3ccccn3)[nH]c2=O)C1 (stereo not drawn),-13
C=CCn1cc(CNCCNC(C)=O)c(C)n1,-11
O=C(Cn1ncc(Cl)c(Cl)c1=O)NC1CCCCC1,-8
Cn1cnn(CN2CCCC2c2ccc3c(c2)OCO3)c1=S (stereo not drawn),2
CN1N=C(C(=O)NCc2cccnc2N(C)Cc2ccccc2)CCC1=O,-10
CN1CCNC(=O)C12CCN(C(=O)c1ccccc1-c1ncc[nH]1)CC2,-11
Cc1ccc(-n2ncc3c(=O)n(NC(=O)CC4CCCCC4)cnc32)cc1,-1
O=C1CSC(c2cc3c(cc2Br)OCO3)N1c1cccc(C(F)(F)F)c1 (stereo not drawn),-15
CC1CCC2(CC1)NC(=O)N(NC(=O)CSc1nccn1C)C2=O (stereo not drawn),-5
Cc1cccc2c(=O)c(-c3ccccc3)c(NC(=O)c3cccs3)oc12,-4
CN1CC(=O)N(CN2CCN(c3c(F)c(F)c(F)c(F)c3F)CC2)C1=O,-52
CC(=O)NC12CC3CC(C1)CC(C(=O)Nc1ccc4c(c1)-c1ccccc1C4)(C3)C2,-4
CC(C)Cn1c(CN2CCC(CN)C2)nc2ccccc21 (stereo not drawn),-9
C=C(C)COc1cccc(C(=O)NCc2noc(C3CCCC3)n2)c1,-4
CN(Cc1nncn1-c1ccc(Cl)cc1)S(C)(=O)=O,-36
O=C(C1CCC1)N1CCCN(Cc2ncc[nH]2)CC1,-3
COc1ccc(/C=C/C2=NC(=C\c3ccccc3OC)/C(=O)O2)cc1,-5
CCCCCCCn1c(Br)nc2c1c(=O)n(C)c(=O)n2C,-5
Cc1cc(C)c(S(=O)(=O)Nc2ccc(Nc3nc(C)cc(N4CCCC4)n3)cc2)c(C)c1,-14
CN(CCc1ccccc1)CCn1ccnc1-c1nccn1C,-50
C#CCNC(=O)CNC(=O)C1CSCN1C(=O)C1CCCC1 (stereo not drawn),-4
O=C(c1cnn(-c2ccc(F)cc2)c1)c1ccccc1O,-11
CC1(C)CC(N=Cc2ccccc2)CC(C)(C)N1,-9
CC(C)CN1CCOC(CN2CCCC(c3ccn[nH]3)C2)C1 (stereo not drawn),0
Cn1c(-c2ccccc2)cnc1SCC(=O)Nc1ccc2c(c1)OCO2,-1
CCOC(=O)C1(Cc2ccccc2C(F)(F)F)CCN(CCCn2cccn2)CC1,0

# Continued:
SMILES,mcGAS MS inh
CN1C(=O)C(=Cc2cccc(O)c2)SC1=S,-6
CCN(c1ccccc1)S(=O)(=O)c1ccc(C(=O)NC2=NCCS2)cc1,13
Cc1nsc(NC(=O)N2CCC(n3c(=O)[nH]c4ccccc43)CC2)n1,-13
Cc1ccc(C2=Nc3nnnn3C(c3ccc(N4CCCC4)c([N+](=O)[O-])c3)C2C)cc1 (stereo not drawn),-5
CCOC(=O)c1c(N)sc(C(=O)N2CCc3ccccc3C2)c1C,-4
CCc1ccsc1CNC(=O)CCc1ccc(OC)c(Br)c1,-34
O=c1cc(CSc2ccc3ccccc3c2)nc2ccc(Br)cn12,-5
c1ccc(-c2[nH]cnc2-c2cnc3ccccc3c2)cc1,4
C=CCN(CCO)C(=O)NC1CC1C1CCCCC1 (stereo not drawn),-8
c1ccc(CCn2ccnc2-c2ccc(-c3ccn[nH]3)s2)nc1,-13
OCC1(CC2CCCCO2)CCN(Cc2cccnc2)CC1 (stereo not drawn),0
Cn1c(=O)n(CN2CCN(S(=O)(=O)c3ccc(F)cc3)CC2)c2ccccc21,7
COc1ccc(N=C2SCCN2C(=O)c2cccs2)cc1,0
CCOc1ccc(NC(=O)N2CCC(C)CC(C)(C)C2)cc1 (stereo not drawn),5
CC(=O)N1CCc2c(sc(NC(=O)c3cccc(C)c3)c2-c2nc3ccccc3s2)C1,-6
COc1ccc(Br)c(Cn2c(C)c(C(=O)NCc3cccc([N+](=O)[O-])c3)sc2=O)c1,22
CSCCN(C)C(=O)c1c(C)nc(C(C)C)[nH]c1=O,-9
CCCCn1c(=O)c2c(nc3n(C(C)C)c(C)c(C)n23)n(C)c1=O,-1
COc1ccc(CN2CCN3CCN(C)C(=O)C3C2)cc1Cn1cncn1 (stereo not drawn),-23
CCC(=O)Nc1cccc(C(=O)NCCCn2ccc3ccccc32)c1,-14
CCNc1cc(C)nc(N2CCN(C(=O)COc3ccccc3)CC2)n1,-10
CC(=O)c1ccc(NC(=O)CCN2CCC(CCN(C)C)CC2)cc1,-6
O=C(O)CC/C=C\C[C@@H]1CO[C@H](c2ccccc2Cl)O[C@@H]1c1ccccc1O,-4
Cc1ccsc1[C@@H]1CCN(C(=O)CCc2nc(-c3ccco3)no2)C[C@H]1O,-9
CCOC(=O)N1CCc2c(sc(NC(=O)Cc3ccccc3)c2-c2nc3ccccc3s2)C1,-5
Cc1nc2ncnn2c(C)c1CCC(=O)NC12CC3CC(CC(C3)C1)C2,-10
O=C1NCC2(CCCN(Cc3cc4c(cc3Cl)OCO4)CC2)O1 (stereo not drawn),-13
CC1(C(=O)Nc2cnc3ccccc3c2)CCN1Cc1cccc2c1OCO2 (stereo not drawn),-14
O=C1CCCC(O)=C1N=Nc1c(Cl)cc(Cl)cc1Cl,27
Brc1nc(Br)n(Cc2csc(C3CCCC3)n2)n1,5
COc1cc(CNc2nn[nH]n2)cc(Br)c1OCc1cccnc1,-31
Cn1c2ccccc2c(=O)c2c(=O)n(Cc3ccco3)c(COc3ccccc3)nc21,-8
COc1ccc(OC)c2c(C)cc(NC3CCS(=O)(=O)C3)nc12 (stereo not drawn),4
CCCn1ncc(CN2CCOC(c3ccc(Cl)c(Cl)c3)C2)c1C (stereo not drawn),-20
COc1cccc(OCc2ccccc2)c1C(=O)NC(c1ccccc1)c1ccc(Cl)cc1 (stereo not drawn),-1
Cc1cc(N2CCCC(C)C2)nc(CN2CCCC(C)C2)n1 (stereo not drawn),-6
O=C(NC1CC1)C1CCCN(C2CCN(c3ccc(C(F)(F)F)cn3)CC2)C1 (stereo not drawn),-4
COCC(NC1CCN(c2cccc(C)c2C)CC1)c1ccnn1C (stereo not drawn),-15
C=C(C)CN(CC)C(=O)CNc1cccc(C(=O)N2CCSCC2)c1C,-2
COc1ccc(OCCCn2ccnc2)cc1,1
Cc1c(-c2ccccc2)[n+](CC(=O)c2ccccc2)c2ccccn12,-4
O=C1CCCC/C1=N\Nc1ccc(N2CCCCC2)cc1,-8
COCC1CCN(c2nc3nonc3nc2NCc2cccs2)C1 (stereo not drawn),-3
CCN(CC(=O)Nc1ccccc1OC)C(=O)C1CCN(c2ccc(C#N)cn2)CC1,-2
CSc1cccc(CN2CCN(Cc3ccccc3F)C(CCO)C2)c1 (stereo not drawn),-3
CCOC(=O)N1CCN(C(c2ccc(F)cc2)c2c(O)cc(C)n(CCOC)c2=O)CC1 (stereo not drawn),-8
Cn1cccc1C(=O)N1CCCN(C(=O)Cc2cccc(F)c2)CC1,-16
Cn1c(=O)c([N+](=O)[O-])c(Nc2ccc(Cl)cc2)c2ccccc21,-4
Cc1ccc(F)c(NC(=O)CN2CCC(Oc3ccccc3Cl)CC2)c1,-9
COc1ccc(C2CC3CC(c4ccccc4)N2O3)cc1 (stereo not drawn),-11
O=C(O)[C@H]1C[C@H](C(=O)N2CCCC2)CN(Cc2ccc3c(c2)OCCO3)C1,-13
Clc1ccc(CSc2nnc(NC3=NCCCCC3)s2)cc1,10
